PTPN22 act: LYP phosphatase activators, primary screen, biochemical, DiFMUP fluorescence, 2 µM; Tyrosine-protein phosphatase non-receptor type 22 (Homo sapiens), Q9Y2R2; 96,000 tested, 0.11% active; activation, % at 2 µM; recombinant LYP; 0 = plate median, 100 = signal doubled;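 active = activation at 2 µM above a set limit, the mean plus 5 SD, cut at about 37% in these data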
Target sequence (Q9Y2R2 whole entry, looked up): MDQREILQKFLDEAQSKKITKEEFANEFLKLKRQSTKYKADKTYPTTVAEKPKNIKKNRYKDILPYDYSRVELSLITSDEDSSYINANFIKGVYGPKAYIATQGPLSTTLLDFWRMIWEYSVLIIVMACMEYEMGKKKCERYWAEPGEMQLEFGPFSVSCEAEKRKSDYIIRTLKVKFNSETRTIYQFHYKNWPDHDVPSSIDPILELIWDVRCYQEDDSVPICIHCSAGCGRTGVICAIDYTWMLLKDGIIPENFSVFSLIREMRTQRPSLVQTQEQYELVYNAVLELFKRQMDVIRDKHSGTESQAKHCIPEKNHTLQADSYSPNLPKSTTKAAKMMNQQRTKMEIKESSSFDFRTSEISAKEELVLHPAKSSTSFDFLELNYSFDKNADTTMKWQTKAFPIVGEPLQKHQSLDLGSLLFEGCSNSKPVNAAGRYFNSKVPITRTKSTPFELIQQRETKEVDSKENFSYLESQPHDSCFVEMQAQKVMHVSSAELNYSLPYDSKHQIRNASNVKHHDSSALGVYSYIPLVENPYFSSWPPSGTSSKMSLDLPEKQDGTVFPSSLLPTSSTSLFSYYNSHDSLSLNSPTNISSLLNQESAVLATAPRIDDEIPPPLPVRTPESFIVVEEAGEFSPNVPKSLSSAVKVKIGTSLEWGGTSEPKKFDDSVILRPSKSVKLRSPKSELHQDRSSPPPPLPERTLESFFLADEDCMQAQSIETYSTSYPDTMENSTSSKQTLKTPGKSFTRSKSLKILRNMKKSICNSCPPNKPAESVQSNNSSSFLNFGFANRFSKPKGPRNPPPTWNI
PostGolgi ctrl: growth inhibition of yeast control strain, primary screen, counter-screen for post-Golgi transport modulator project; efflux-deficient yeast background strain, growth absorbance A615, 16 h; inhibition, % at 10 µM; 98,000 tested, 5% active; AID 738, 2007; in the data active = inhibition above about 30%
HUVEC prolif 384: inhibitors of HUVEC proliferation, primary screen, cell-based, 384-well. CellTiter-Glo luminescence, 72 h; stronger effect = lower value. viability, % at 10 µM (by protocol). 86,000 tested, 1.1% active. AID 648, 2007;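 active = viability at or below 30%; inactive = viability above 30%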;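 also: 100% = median luminescence of DMSO-only cell control wells on each plate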
H69AR growth 86K: proliferation blockers of H69AR lung cancer cells, primary screen, cell-based, human, 86K library; viability, % at 10 µM; 85,000 tested, 6% active; H69AR lung tumor viability, ATP luminescence, 72 h; stronger effect = lower value; AID 598, 2007;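 active = viability at or below 40%; inactive = viability above 40%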;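 also: multidrug resistant small cell line overexpressing MRP-1 efflux transporter; 100% = mean luminescence of untreated control wells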
Fibroblast inh: antiproliferative effect on LL 47 fibroblasts – human, LL 47 cells, CellTiter-Glo luminescence, primary screen; LL 47 human lung fibroblast viability, ATP luminescence; stronger effect = lower value; viability, % at 10 µM; 85,000 tested, 1.1% active;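 active = viability at or below 50% in the single dose screen; inactive = viability above 50%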;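 also: compound exposure lasted 72 h before the ATP readout; 100% = median luminescence of untreated cell-only wells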
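Times – overnight cell rest, 72 h compound treatment at 37 °C · Test system – human lung fibroblast line LL 47, low passage · Amount – 1,150 cells in each well · Controls – cell-only wells, no compound · Doses – 0.1% DMSO in all compound wells · Measured by – CellTiter-Glo luminescence · Buffer or medium – IMEM plus 15% FBS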
S1P2 blocker: human S1P2 receptor antagonists, primary screen, cell-based; Sphingosine 1-phosphate receptor 2 (Homo sapiens), O95136; cell-based S1P2 antagonist assay, inhibition at 5 uM; inhibition, % at 5 µM; 97,000 tested, 0.21% active; AID 736, 2007; in the data active = inhibition above about 45%;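 also: CRE beta-lactamase reporter cells expressing human S1P2 stimulated with S1P; 0% = agonist at EC80 alone and 100% = agonist plus reference antagonist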
S1P2 agonist: S1P2 receptor agonists, primary screen, cell-based; activation, % at 4.5 µM; 97,000 tested, 0.46% active; Sphingosine 1-phosphate receptor 2 (Homo sapiens), O95136; S1P2-expressing cell line, agonist reporter read-out; AID 729, 2007; in the data active = activation above about 16%;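 also: 0% = vehicle low control and 100% = maximal reference agonist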
sEH activator: soluble epoxide hydrolase activators, primary screen, biochemical, human sEH; Bifunctional epoxide hydrolase 2 (Homo sapiens), P34913; purified human sEH enzymatic activity, activator screen; activation, % at 2 µM; 91,000 tested, 0.04% active; in the data active = activation above about 37%; also: values of inactives mirror those of a sister screen read the other way
sEH inhibitor: soluble epoxide hydrolase inhibitors, primary screen, biochemical, human sEH. 91,000 tested, 0.34% active. recombinant human sEH enzymatic activity assay. Bifunctional epoxide hydrolase 2 (Homo sapiens), P34913. AID 707, 2007. inhibition, % at 2 µM; in the data active = inhibition above about 80%; also: values of inactives mirror those of a sister screen read the other way; many of its hits are not listed in these tables
* = called active by the depositor; x = no result given.

SMILES | PTPN22 act | PostGolgi ctrl | HUVEC prolif 384 | H69AR growth 86K | Fibroblast inh | S1P2 blocker | S1P2 agonist | sEH activator | sEH inhibitor
O=C(Cn1ncc2c(=O)oc3ccccc3c21)NCCC1=CCCCC1 | 6 | 19 | 92 | 92 | x | -16 | -4 | 8 | -6
COCCNC(=O)c1c(N)n(CCCn2ccnc2)c2nc3ccccc3nc12 | 2 | 4 | 92 | 95 | 94 | -5 | 18* | -4 | 2
O=C1CC(c2ccccc2)CN1S(=O)(=O)c1ccccc1 (configuration not stated) | 10 | -9 | 88 | 96 | 105 | 1 | -4 | 8 | -11
O=C(C1=C(O)C(=O)N(CCCN2CCOCC2)C1c1ccccn1)c1cc2ccccc2o1 (configuration not stated) | -3 | 19 | 93 | 87 | 93 | 8 | -1 | -1 | 0
CCOC(=O)CC1C(=O)NCCN1C(=O)Nc1ccc(Cl)cc1 (configuration not stated) | 0 | 14 | 110 | 103 | 95 | -12 | -2 | 0 | 1
CCOc1cc(-c2noc(CCCC(N)=O)n2)cc(Br)c1OC | x | 1 | 88 | 85 | 86 | x | x | x | x
O=C(NNC(=O)c1cccc2ccccc12)c1ccco1 | 5 | 11 | x | x | x | 13 | -9 | -10 | 10
Cc1nnc2sc(-c3cccc(NC(=O)c4cccnc4)c3)nn12 | 9 | 1 | 83 | 82 | 99 | -11 | -4 | -10 | 8
O=C1c2ccccc2C(=O)N1CCCCN1CCN(CCCCN2C(=O)c3ccccc3C2=O)CC1 | -5 | x | 101 | 79 | 112 | -6 | -5 | 6 | -1
CSC1=C(C#N)C(C)C2=C(CC(C)(C)CC2=O)N1 (configuration not stated) | 0 | 2 | 111 | 90 | 99 | 11 | -7 | 3 | -4
Cc1cccc2cc(CN(CCCO)C(=O)Nc3ccc(Cl)cc3)c(=O)[nH]c12 | x | 0 | 91 | 51 | 97 | x | x | x | x
COc1cc(C(=O)Nc2cccc(-c3nncn3C)c2)cc(OC)c1OC | 1 | -1 | 86 | 83 | 100 | 3 | -4 | -5 | 9
C=CCN(C(=O)Nc1ccc(Cl)cc1)C1CC(=O)N(c2ccc(OC)cc2)C1=O (configuration not stated) | 2 | 4 | 110 | 89 | 83 | -3 | -3 | -3 | 7
CCCCC(=O)Nc1ccc(C(=O)N2CCCC(C(=O)OCC)C2)cc1 (configuration not stated) | 2 | 8 | 100 | 97 | 96 | -21 | -1 | -15 | 17
Cc1n[nH]c(=O)nc1NCCc1ccccc1 | 0 | 6 | 98 | 103 | 101 | -10 | -3 | -5 | 2
COc1cc(NS(=O)(=O)c2ccc(NC(=O)c3ccc(C)o3)cc2)nc(OC)n1 | -3 | 0 | 86 | 89 | 107 | 0 | -7 | 2 | 3
Cc1oc(-c2ccc3c(c2)OCCO3)cc1C(=O)NC(CCC(=O)O)C(=O)O (configuration not stated) | -3 | 4 | 83 | 90 | 90 | 4 | -3 | 13 | -16
O=C(COC(=O)c1ccc(S(=O)(=O)N2CCOCC2)cc1)NC1CCCC1 | 8 | -2 | 105 | 93 | 102 | 10 | -1 | -2 | 2
COc1cccc(C(=O)Nc2cccc(C(=O)NC3=NN(c4c(Cl)cc(Cl)cc4Cl)C(=O)C3)c2)c1 | -10 | x | 67 | 85 | 100 | 8 | -7 | 0 | -1
CCCc1ccc(Oc2cn[nH]c2-c2ccc(O)c(C)c2O)cc1 | x | 92* | 56 | 82 | 96 | x | x | x | x
COc1ccc(C(=O)Nc2ccc3c(c2)Cc2ccccc2-3)cc1 | 6 | 21 | x | x | x | 10 | -2 | 13 | -12
COc1cc(NC(=O)C2C3C=CC(C3)C2C(=O)O)c(OC)cc1Cl (configuration not stated) | 15 | -7 | x | x | x | -11 | 0 | -1 | 3
O=S(=O)(Nc1ccccn1)c1ccc(Cl)cc1 | x | 4 | 94 | 100 | 100 | x | x | x | x
CCn1cc(C(=O)NCC2CCCO2)c(=O)c2cc(S(=O)(=O)N3CCCCCC3)ccc21 (configuration not stated) | -11 | 8 | 83 | 79 | 96 | -1 | -6 | -6 | 8
Cn1c(=O)[nH]c(=O)c2c1nc(OC(=O)c1ccccc1)n2CC(O)COc1ccccc1 (configuration not stated) | 5 | -3 | 91 | 93 | 103 | -8 | -5 | -1 | 0
Next section:
SMILES | PTPN22 act | PostGolgi ctrl | HUVEC prolif 384 | H69AR growth 86K | Fibroblast inh | S1P2 blocker | S1P2 agonist | sEH activator | sEH inhibitor
COc1cccc(NC(=O)NC2(C(F)(F)F)Oc3ccccc3O2)c1 | 0 | x | 98 | 23* | 89 | 0 | 3 | -19 | 18
O=C(CN1CCN(Cc2ccccc2)CC1)NCC1COc2ccccc2O1 (configuration not stated) | 6 | x | 99 | 100 | 99 | 13 | -6 | -7 | 8
CCCOc1ccc(OCCCCNC(C)CC)cc1 (configuration not stated) | -3 | 7 | 88 | 92 | 94 | 11 | -3 | 8 | -10
CCCCN(C)C(=O)C1CCN(Cc2ccccn2)CC1 | -2 | 24 | 86 | 78 | 95 | 18 | -4 | -3 | 2
O=C(Nc1ccc2c(c1)oc1ccccc12)N1CCOCC1 | -2 | 4 | 82 | 66 | 104 | 9 | -2 | -11 | 10
Nc1ccc(C(=O)c2ccccc2C(=O)O)cc1Cl | -2 | 2 | 48 | 91 | 100 | -17 | -5 | 3 | -3
CCCCNC(=O)c1onc(CSc2ccccc2F)c1C(=O)O | 13 | -1 | x | x | x | -6 | -7 | 3 | -2
CCCCCNC(=O)C1CC=CCC1C(=O)O (configuration not stated) | -2 | x | 118 | 105 | 103 | 0 | -7 | 12 | -10
CCC(=O)Nc1ccc(Cl)c(NC(=O)c2ccc(Br)o2)c1 | -1 | 13 | 81 | 48 | 94 | -11 | -2 | -4 | 7
O=C(CN1C(=O)C2CC=C(Cl)CC2C1=O)N1CCOCC1 (configuration not stated) | 10 | 17 | 98 | 98 | 100 | 7 | -7 | -4 | 7
CCOC(=O)/C=C1\NC(C)(C)Cc2cc(OC)c(O)cc21 | 8 | -1 | 99 | 97 | 111 | 0 | -4 | 2 | -2
Cc1ccc(-n2c(SCC(=O)NCc3ccco3)nc3nc4c(cc3c2=O)COC(C)(C)C4)cc1 | x | 12 | 90 | 77 | 93 | x | x | x | x
CCN1C(=O)c2cccc3c(S(=O)(=O)Nc4c(C)n(C)n(-c5ccccc5)c4=O)ccc1c23 | -5 | 2 | 93 | 95 | 110 | -16 | -6 | 4 | -2
O=C(c1nn2c(C(F)(F)F)cc(-c3ccccc3)nc2c1Cl)N1CCOCC1 | -2 | 0 | 86 | 63 | 101 | -18 | -6 | 19 | -17
CC1CCC(C(C)C)C(OC(=O)CSc2nc(N)cc(=O)[nH]2)C1 (configuration not stated) | 5 | 42* | 99 | 76 | 95 | -11 | 0 | 7 | -6
Cc1cc(C)nc(N2CCN(c3nc(C)cc(C)n3)CC2)n1 | 5 | 3 | 95 | 96 | x | 6 | -7 | 10 | -7
COc1ccc(NC(=O)CSc2nnnn2-c2ccc(OC)cc2)cc1 | 7 | 3 | 89 | 101 | 100 | -14 | -4 | -16 | 14
CCN(CCO)C(=O)C(c1ccccc1)c1ccccc1 | -9 | 0 | 101 | 103 | 108 | 22 | -7 | -6 | 9
COC(=O)[C@H](CC(C)C)NC(=O)Nc1ccc2c(c1)OCCO2 | -1 | -2 | 92 | 89 | 102 | -6 | -5 | 7 | -5
O=C(CCSc1nc(-c2ccco2)cc(C(F)(F)F)n1)N1CCCc2ccccc21 | -7 | 38* | 75 | 74 | 90 | -2 | -2 | 12 | -12
N#C/C(=N\Nc1ccccc1Cl)C(=O)c1ccccc1 | 6 | 48* | x | x | x | -21 | -7 | 4 | -2
Cc1ccc(C(C)C)c(OCCN)c1 | -2 | -5 | 93 | 92 | 98 | 10 | -1 | -9 | 9
CCOC(=O)c1cc(C)n(Cc2ccccc2)c1C | 4 | 16 | 107 | 100 | 98 | 1 | 1 | -2 | 2
CC1CCN(S(=O)(=O)c2ccc(S(=O)(=O)NCc3ccco3)cc2)CC1 | -13 | x | 102 | 75 | 102 | 3 | 0 | -4 | 4
O=C(CCn1cccc1)N1CCc2ccccc21 | x | 17 | 114 | 98 | 114 | x | x | x | x

Complete entries, quoted from the list:
Listed for `O=C(CCSc1nc(-c2ccco2)cc(C(F)(F)F)n1)N1CCCc2ccccc21` = PTPN22 act: -7; PostGolgi ctrl: 38*; HUVEC prolif 384: 75; H69AR growth 86K: 74; Fibroblast inh: 90; S1P2 blocker: -2; S1P2 agonist: -2; sEH activator: 12; sEH inhibitor: -12
Listed for `CCOC(=O)/C=C1\NC(C)(C)Cc2cc(OC)c(O)cc21` = PTPN22 act: 8; PostGolgi ctrl: -1; HUVEC prolif 384: 99; H69AR growth 86K: 97; Fibroblast inh: 111; S1P2 blocker: 0; S1P2 agonist: -4; sEH activator: 2; sEH inhibitor: -2

Next results follow:
SMILES | PTPN22 act | PostGolgi ctrl | HUVEC prolif 384 | H69AR growth 86K | Fibroblast inh | S1P2 blocker | S1P2 agonist | sEH activator | sEH inhibitor
CCC(C)OC(=O)C1C(c2ccccc2)C(C(=O)O)C1c1ccccc1 (configuration not stated) | 40* | 5 | 90 | 90 | 95 | -7 | -6 | 29 | -32
CC(C)NC(=O)/C(=C\c1cccc([N+](=O)[O-])c1)NC(=O)c1ccccc1 | -1 | -4 | x | x | x | 7 | -6 | -11 | 9
CCc1nn2c(=O)cc(N3CCN(c4cc(C)nc5ccccc45)CC3)nc2s1 | -6 | 6 | 97 | 77 | 102 | 14 | -7 | 12 | -14
O=C(c1cccs1)N(Cc1cccc(Cl)c1)C1CCS(=O)(=O)C1 (configuration not stated) | 4 | 7 | 99 | 98 | 100 | 3 | -3 | 3 | -5
CCN(CCCNc1ncnc2nc[nH]c12)c1cccc(C)c1 | x | 4 | 90 | 74 | 92 | x | x | x | x
O=C1C2CC=C(Cl)CC2C(=O)N1CC1Cc2ccccc2CO1 (configuration not stated) | 11 | 0 | 103 | 82 | 107 | 22 | -5 | -12 | 11
Cc1ccc(-c2c(C#N)c(N)n3c(nc4ccccc43)c2C#N)cc1 | -5 | 16 | x | x | x | -23 | 6 | 18 | -14
CC(C)Cc1cc(-c2ccco2)c(C#N)c(N)n1 | 0 | 10 | 97 | 88 | 92 | -45 | -2 | -9 | 10
O=C(O)/C=C\C(=O)Nc1ccccc1C(=O)N1CCN(c2ccc(Cl)cc2)CC1 | -5 | 16 | x | x | x | -2 | -6 | 12 | -9
CC(=O)c1cnn(-c2nc3c(C)cccc3s2)c1C | 6 | 13 | x | x | x | -14 | -4 | 9 | -8
CCCCN=C1NC(=O)C(CC(=O)Nc2ccc(Cl)cc2)S1 (configuration not stated) | 1 | -3 | x | x | x | -18 | 0 | 5 | -4
O=C(Oc1cccc(-n2cnnn2)c1)c1ccco1 | 10 | x | 96 | 92 | 95 | -18 | -6 | 20 | -17
Cc1ccc(OCC(=O)NCCO)cc1C | -3 | -6 | 111 | 102 | 112 | -3 | -3 | 7 | -5
Cc1ccc(C(=O)NCc2nnc(SCC(=O)Nc3sc4c(c3C#N)CCCC4)n2C)cc1 | -9 | -3 | 79 | 73 | 87 | 5 | -4 | 3 | 1
O=C(O)c1cn[nH]c1-n1cnnn1 | 28 | 25 | 85 | 98 | 94 | -2 | 0 | 3 | -3
COc1ccc(C(=O)Nc2cccnc2)cc1OC | 16 | x | 87 | 93 | 102 | -30 | 0 | 2 | 3
CS(=O)(=O)N(CC(=O)NCc1ccccc1)Cc1ccc(Cl)cc1 | -3 | 1 | 102 | 106 | 94 | -12 | -4 | 2 | 1

From PubChem BioAssay

The list is partial; rates above refer to the full screens.
